# IDE cell inh – cellular human IDE inhibition. 0.41% of 320,000 active. P14735. inhibition, % at 5.59 µM. HEK cells, FAbetaB cleavage, fluorescence polarization;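 active = percent inhibition above the average of all tested compounds plus 3 SD, set per screening campaign, cut at about 16% in these data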;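 also: IDE supplied by intact live HEK cells; FP after avidin binding of uncleaved biotin substrate so inhibition keeps polarization high; 0% = DMSO wells and 100% = 60 µM reference IDE inhibitor Ii1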
# Target sequence (P14735 whole entry, looked up): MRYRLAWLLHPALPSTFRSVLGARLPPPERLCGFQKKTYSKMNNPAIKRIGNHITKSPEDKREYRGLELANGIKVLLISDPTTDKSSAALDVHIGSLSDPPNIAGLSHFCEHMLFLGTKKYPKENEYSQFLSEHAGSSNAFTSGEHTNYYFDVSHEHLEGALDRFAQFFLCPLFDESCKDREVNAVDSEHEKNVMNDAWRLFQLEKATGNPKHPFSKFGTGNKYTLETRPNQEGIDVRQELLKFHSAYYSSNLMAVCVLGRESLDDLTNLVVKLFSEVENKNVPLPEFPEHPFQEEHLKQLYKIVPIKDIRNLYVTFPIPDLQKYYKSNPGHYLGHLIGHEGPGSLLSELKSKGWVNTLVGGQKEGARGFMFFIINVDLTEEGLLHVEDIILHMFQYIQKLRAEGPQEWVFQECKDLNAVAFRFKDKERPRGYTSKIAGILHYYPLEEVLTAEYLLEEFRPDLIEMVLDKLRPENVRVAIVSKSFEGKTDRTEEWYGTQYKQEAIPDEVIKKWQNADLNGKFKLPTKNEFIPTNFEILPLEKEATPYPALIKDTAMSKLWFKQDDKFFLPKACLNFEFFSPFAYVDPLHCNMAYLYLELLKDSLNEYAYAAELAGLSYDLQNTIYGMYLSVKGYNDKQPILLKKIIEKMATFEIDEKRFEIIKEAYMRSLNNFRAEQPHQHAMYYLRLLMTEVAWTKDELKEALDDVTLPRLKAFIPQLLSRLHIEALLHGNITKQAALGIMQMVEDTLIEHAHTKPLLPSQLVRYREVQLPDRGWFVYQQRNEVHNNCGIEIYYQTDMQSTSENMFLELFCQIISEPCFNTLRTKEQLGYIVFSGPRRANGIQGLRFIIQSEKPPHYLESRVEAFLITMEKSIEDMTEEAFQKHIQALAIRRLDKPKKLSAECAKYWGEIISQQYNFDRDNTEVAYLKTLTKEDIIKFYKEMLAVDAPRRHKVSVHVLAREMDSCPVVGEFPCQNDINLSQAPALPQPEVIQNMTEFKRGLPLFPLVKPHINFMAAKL
# IDE cell activ – boosts human insulin-degrading enzyme activity in HEK cells | FAbeta-B cleavage, fluorescence polarization; 0% vehicle, 100% cell-free pure enzyme wells | activation, % at 5.96 µM | 0.073% of 340,000 active | AID 493087;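 active = activation above the mean of all tested compounds plus 3 SD, set per screening campaign, cut at about 17% in these data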
# * = called active by the depositor.
SMILES,IDE cell inh,IDE cell activ
Nc1ccc(C(=O)N2CCN(S(=O)(=O)/C=C/c3ccccc3)CC2)cc1[N+](=O)[O-],3.9,0.7
COc1ccccc1C(CNC(=O)c1ccco1)N1CCCC1 (stereo unspecified),0.4,1.4
Cc1ncc(CO)c(/C=N/NC(=O)c2cccc(S(=O)(=O)N3CCCC3)c2)c1O,1.4,-2.4
O=C(/C=C/c1ccc(S(=O)(=O)N2CCOCC2)cc1)Nc1ccc(F)c(F)c1F,0.2,-2.4
COc1ccc(C)cc1NC(=O)CCCN1C(=O)CN(C)C1=O,-1.9,3.0
Cc1ccc(C)c(NC(=O)CCN2C(=O)C3CC=CCC3C2=O)c1 (stereo unspecified),-9.6,11.0
CN(CC(=O)Nc1ccc(Cl)c(C(F)(F)F)c1)C(=O)CCCc1nc2ccccc2c(=O)[nH]1,0.2,1.2
Cc1ccc(Cn2c(C3CCCN3c3nc(-c4ccc(F)cc4)cs3)nc3cc(C(F)(F)F)ccc32)cc1 (stereo unspecified),1.1,-4.3
C#CCOCCOCCOCCNc1nc(N2CCN(C(=O)CCCCCCCCCCNC(=O)[C@@H](CCSC)n3cc(CCO)nn3)CC2)nc(N2CCN(C(=O)CCCCCCCCCCNC(=O)[C@H]([C@@H](C)CC)n3cc(CCCCN=C(N)N)nn3)CC2)n1,5.3,45.6*
Cc1ccc(C(=O)OCC(=O)Nc2ccc3[nH]c(=O)[nH]c3c2)cc1S(=O)(=O)N1CCOCC1,10.4,2.8
CCOC(=O)[C@H]1[C@H]2COc3ccc(Cl)cc3[C@@H]2N2C(=O)CN(C)C(=O)[C@@]12C,2.6,0.3
O=C(COc1ccccc1F)NNC(=O)c1cc(Br)ccc1Cl,7.1,2.8
COc1ccc([C@H]2CC(=O)C=C(c3cccc(Br)c3)C2)cc1,-1.4,-5.1
CC#CCN1C(=O)N[C@@H](c2ccccc2)C(C(=O)OC)=C1C,2.4,-2.0
O=C(COC(=O)Cc1ccc(Cl)cc1)NC1CCCC1,5.2,1.8
CN1CCN(S(=O)(=O)c2ccc(Nc3ccc(F)cc3)c([N+](=O)[O-])c2)CC1,-0.9,2.4
COc1cccc(NC(=O)CN(C)C(=O)CSc2nc3ccccc3s2)c1,8.2,-2.0
CCC[C@@H](CN1CCC[C@H]1CN1C(N)=NC[C@@H]1Cc1ccccc1)N1C[C@@H]([C@H](C)CC)N(CCc2ccc(Cl)c(Cl)c2)C1=N,3.3,6.1
C#CC(=O)CCC1CCCN1C(=O)OC(C)(C)C (stereo unspecified),-5.9,0.0
Cc1ccc(OCC(=O)OCC(=O)NC2CCCC2)cc1C,-3.6,1.7
Cc1cc(NS(=O)(=O)c2ccc(NC(=O)c3ccccc3F)cc2)no1,0.0,4.5
CCCN(CC(=O)Nc1cc(Cl)ccc1Cl)C(=O)c1ccccn1,-5.0,0.9
COc1ccc(C(=O)O)cc1S(=O)(=O)NC1CCN(Cc2ccccc2)CC1,2.0,8.3
O=C(O)c1ccc(/C=N/NC(=O)c2cc3ccccc3cc2O)cc1,-4.4,15.2
O=C1CC2(CCN(C(=O)c3cccc(Cl)c3)CC2)Oc2ccccc21,-0.4,0.9
C=CC(=O)Nc1ccc(CN2C(=O)N(c3c(Cl)c(OC)cc(OC)c3Cl)Cc3cnc(NCCCCN(CC)CC)nc32)cc1,2.1,2.8
O=C(NCc1ccncc1)C1CCN(S(=O)(=O)c2ccccc2)CC1,0.0,1.9
COc1cccc(C#Cc2c(C=O)n(C)c3ccccc23)c1,-0.1,-2.1
O=C(NCC(c1ccco1)N1CCN(c2ccc(F)cc2)CC1)C(=O)NC1CCCCC1 (stereo unspecified),2.9,3.2
CN(C)S(=O)(=O)c1ccc(C(=O)NCC(c2cccs2)N2CCOCC2)cc1 (stereo unspecified),0.5,3.7
COc1cccc(NC(=O)CN2C(=O)NC(C)(C3CC3)C2=O)c1 (stereo unspecified),-1.9,-0.8
Cc1onc(-c2ccccc2Cl)c1C(=O)NCc1nnnn1-c1ccc(F)cc1,6.1,5.2
CCCCN1CC(=O)N2[C@H]3c4cc(C)ccc4OC[C@@H]3[C@H](c3ccccc3)[C@]2(C)C1=O,-2.8,4.2
CC1Nc2ncnc(N3CCc4ccccc4C3)c2N(Cc2ccc(Cl)cc2)C1=O (stereo unspecified),2.3,-0.2
COc1ccccc1C(=O)COC(=O)CCN=C1NS(=O)(=O)c2ccccc21,0.8,4.3
COc1ccc(CC(=O)Nc2cccc(S(=O)(=O)N3CCOCC3)c2)cc1OC,3.2,-0.9
COc1cccc(OCCNS(=O)(=O)c2ccccc2[N+](=O)[O-])c1,1.6,1.4
Cc1cc(NC(=O)Nc2ccc3c(ccn3C)c2)sn1,-1.0,-2.8
C#CCOCCOCCOCCNc1nc(N2CCOCC2)nc(N2CCN(C(=O)[C@H](CC(N)=O)n3cc(C(N)[C@@H](C)CC)nn3)CC2)n1 (stereo partly specified),2.2,4.4
CC1(c2ccc3ccccc3c2)NC(=O)N(CC(=O)Nc2ncccc2O)C1=O (stereo unspecified),-2.9,0.8
COc1ccc(CN(C)C(=O)COC(=O)c2cc([N+](=O)[O-])ccc2N2CCCC2)c(OC)c1OC,7.8,-1.2
COc1ccc(S(=O)(=O)N2CCN(C(=O)CN3C(=O)NC(C)(c4ccc5ccccc5c4)C3=O)CC2)cc1 (stereo unspecified),9.4,-3.5
COc1ccc(NC(=O)C2CCCN(C(=O)c3ccc(Cl)cc3)C2)cc1Cl (stereo unspecified),0.5,3.7
CN(C)C1=NCCN1CC1CCCCC1,3.4,-5.1
C/C(=N\OCC(=O)OCC(=O)Nc1cc(S(C)(=O)=O)ccc1Cl)c1ccc2c(c1)OCO2,-1.5,-2.1
CC1CC(C)CN(C(=O)COC(=O)c2c[nH]c3ccccc23)C1 (stereo unspecified),1.1,2.9
CCOc1ccccc1OCC(=O)Nc1ccccc1C(=O)NC1CC1,-1.6,7.3
CCN1C(=O)[C@H]2[C@@H](c3ccc(C)cc3)N3C(=O)N(c4cccc(Cl)c4)C(=O)[C@@]3(Cc3ccc(Cl)cc3)[C@H]2C1=O,-1.8,2.5
CN(C)c1cccc(C(=O)NNC(=O)CN2C(=O)C3CC=CCC3C2=O)c1 (stereo unspecified),3.6,2.6
COc1cc(C=NNC(=O)c2cccnc2)ccc1OC(=O)c1ccccc1F,2.1,0.9
ClC(CCN1CCN(Cc2ccccc2)CC1)c1ccccc1 (stereo unspecified),2.4,6.5
O=C(Nc1ccc(S(=O)(=O)N2CCOCC2)cc1)C1CCN(S(=O)(=O)c2ccccc2)CC1,8.0,1.7
O=C(OCc1nnc(-c2cccs2)o1)C1=NN(c2ccccc2)C(=O)CC1,0.8,3.1
Cc1ccn2c(=O)nc(SCC(=O)N3N=C(c4cccs4)CC3c3ccc(F)cc3)nc2c1 (stereo unspecified),5.3,-2.9
Cc1ccc(NC(=O)CNc2cccc(S(=O)(=O)N3CCOCC3)c2)cc1F,-0.4,3.5
Cc1cc(C)nc(SCC(=O)NN=Cc2ccc(C)o2)n1,0.3,4.5
CSc1nc(-c2ccccc2)nc(C(C)C)n1,1.3,3.0
CN1CCN(S(=O)(=O)c2ccc(C#N)cc2)C(c2ccccc2)C1 (stereo unspecified),-4.3,5.3
C=CC[C@@H](CC(=O)NCCO)C(=O)NC[C@H](OC(=O)[C@@H](CC=C)Cc1ccc(F)cc1)c1ccccc1,-2.4,2.1
Cc1ccc(-n2nnc(-c3cccnc3)n2)cc1,-1.7,6.1
# The list goes on:
SMILES,IDE cell inh,IDE cell activ
COc1cc(C#Cc2c(-c3cncn3C)n(C)c3ccc(-c4cc(OC)c(OC)c(OC)c4)cc23)cc(OC)c1,-3.6,0.2
Cc1ccc(S(=O)(=O)N2CCCC2CNC(=O)c2ccc3c(c2)OCO3)cc1 (stereo unspecified),2.2,-1.2
NC(=O)c1ccccc1NC(=O)c1cc(S(=O)(=O)N2CCCCC2)ccc1N1CCOCC1,-2.1,1.8
COc1ccc(N2CC(C(=O)Nc3cc(C(F)(F)F)ccc3N3CCCC3)CC2=O)c(OC)c1 (stereo unspecified),3.0,-1.5
Cc1ccc(S(=O)(=O)NCC(c2ccco2)S(=O)(=O)c2ccccc2)cc1 (stereo unspecified),4.7,1.9
Cc1nc(C(=O)Nc2ccc(Cl)cc2)sc1C1(C)CC(c2cccc([N+](=O)[O-])c2)=NO1 (stereo unspecified),-2.0,-7.2
COc1cc(OC)cc(C(=O)N[C@H](C(=O)OCC(=O)c2ccc(C)c([N+](=O)[O-])c2)C(C)C)c1,1.4,-7.8
Cc1ccc(-n2c(C)nnc2SCC(=O)N(C)C2CCS(=O)(=O)C2)cc1 (stereo unspecified),-2.9,2.2
CCOc1ccc(CCNC(=O)COC(=O)CCS(=O)(=O)c2ccc(C)cc2)cc1OCC,5.5,-0.5
Cc1cc(Cl)c(OCCOCCN2CCNCC2)c(Cl)c1,1.5,8.2
Cc1occc1C(=O)NNC(=O)CN1C(=O)NC(C)(c2ccccc2)C1=O (stereo unspecified),-10.0,1.4
O=C(COC(=O)c1ccc(Cl)nc1)NCc1ccc(F)cc1,-2.5,1.3
Nc1ccc(C(=O)N2CCN(S(=O)(=O)c3ccc(Cl)s3)CC2)cc1[N+](=O)[O-],9.4,-4.3
CC(OC(=O)c1ccc(S(=O)(=O)N2CCCCC2)cc1)C(=O)Nc1ccc(C(N)=O)cc1 (stereo unspecified),4.8,0.6
CC(C)=CCC/C(C)=C/CNC(=O)CC1C[C@H](C(=O)N2CCCCC2)[C@@]2(C)c3[nH]c4ccccc4c3CCN2C1=O (stereo partly specified),-2.3,5.3
CN(CC1COc2ccccc2O1)C(=O)CSc1ncccn1 (stereo unspecified),3.6,6.6
O=C(NCCOc1ccccc1)C1Nc2ccc(C(F)(F)F)cc2C2c3ccccc3CC12 (stereo unspecified),-1.1,3.4
CC(C)N1CCN(C(=O)c2ccc(NC(=O)c3ccc(Br)o3)cc2)CC1,5.0,2.2
COc1ccc(Cl)cc1NC(=O)CN(C)C(=O)C1CC1,7.5,6.3
CCOC(=O)c1ccccc1NC(=O)COC(=O)c1ccccc1C(=O)N(C)c1ccccc1,-3.0,2.9
Cc1ccc(C(=O)NCC(=O)Nc2ncccc2C)s1,5.4,3.4
Cc1ccc(S(=O)(=O)N2CCC(C(=O)Nc3ccc(C(C)C)cc3)CC2)cc1,-4.0,0.1
COc1cc(/C=C/C(=O)OCC(=O)N2CCCc3ccccc32)ccc1O,0.4,2.4
CCN(CC(=O)Nc1ccccc1OC)C(=O)c1ccc2[nH]c3c(c2c1)CC(C)CC3 (stereo unspecified),-0.1,0.3
O=C(COC(=O)COc1ccc(Cl)cc1Br)NC1CCCCCC1,-3.9,2.6
CC(=O)Nc1ccc(S(=O)(=O)N(C)CC(=O)Nc2ccccc2N2CCCC2)cc1,9.5,0.3
O=C(COC(=O)/C=C/c1ccccc1Cl)NCC1CCCO1 (stereo unspecified),1.7,-2.5
CCC(CO)Oc1cc(NC(=O)c2cccc(F)c2)c2ncn(C(C)C)c2c1 (stereo unspecified),-1.2,-3.5
CC(=O)Nc1ccc(S(=O)(=O)NCCC(=O)OCc2ccccc2F)cc1,0.1,3.4
NC(=O)NCCCC(=O)O,5.8,3.1
CCC(CO)Oc1cc(NC(=O)c2ccc(C)cc2)c2ncn(C(C)C)c2c1 (stereo unspecified),3.4,-4.5
CCCCN(C(=O)CSc1nnnn1-c1ccccc1OC)C1CCS(=O)(=O)C1 (stereo unspecified),1.0,7.1
COc1ccccc1NCC(=O)N1CCN(S(=O)(=O)c2ccccc2)CC1,4.5,6.2
NS(=O)(=O)c1ccc(CCNC(=O)COC(=O)c2ccc([N+](=O)[O-])o2)cc1,3.7,-0.6
C[C@H](CO)N1C[C@H](C)[C@H](CN(C)S(=O)(=O)c2ccccc2)Oc2c(NS(C)(=O)=O)cccc2C1=O,3.1,1.8
CN(C(=O)CSc1nc2scc(-c3ccccc3)c2c(=O)[nH]1)c1ccccc1,-0.9,2.1
Cc1cccc(NC(=O)C(C)Sc2nc3ccccc3c(=O)n2CCCN2CCOCC2)c1 (stereo unspecified),-0.2,2.0
CCOc1ccc(C(=O)CCC(=O)Nc2ccc(C)cn2)cc1,-2.4,-0.9
CSCCC(NC(=O)c1cccc(C)c1)C(=O)OCN1C(=O)c2ccccc2C1=O (stereo unspecified),-3.6,3.4
COc1cc(NC(=O)CN2C(=O)NC(CC(C)C)C2=O)cc(OC)c1OC (stereo unspecified),-2.8,4.8

# Arranged by value in IDE cell activ (rising): 6 of the compounds above.
SMILES,IDE cell inh,IDE cell activ
Cc1ccc(S(=O)(=O)N2CCC(C(=O)Nc3ccc(C(C)C)cc3)CC2)cc1,-4.0,0.1
C[C@H](CO)N1C[C@H](C)[C@H](CN(C)S(=O)(=O)c2ccccc2)Oc2c(NS(C)(=O)=O)cccc2C1=O,3.1,1.8
Cc1cccc(NC(=O)C(C)Sc2nc3ccccc3c(=O)n2CCCN2CCOCC2)c1 (stereo unspecified),-0.2,2.0
CN(C(=O)CSc1nc2scc(-c3ccccc3)c2c(=O)[nH]1)c1ccccc1,-0.9,2.1
Cc1ccc(C(=O)NCC(=O)Nc2ncccc2C)s1,5.4,3.4
COc1cc(NC(=O)CN2C(=O)NC(CC(C)C)C2=O)cc(OC)c1OC (stereo unspecified),-2.8,4.8

# (more compounds)
SMILES,IDE cell inh,IDE cell activ
CCOC(=O)/C=C1\SC(C)C(=O)N1CC(=O)N(CCC#N)c1ccccc1 (stereo unspecified),-0.3,6.0
Cc1cccc([C@@H]2[C@@H]3C(=O)N(Cc4ccccc4)C(=O)[C@@H]3[C@]3(Cc4ccccc4)C(=O)N(c4cccc(F)c4)C(=O)N23)c1,-2.8,-2.7
CCCCn1c(N)c(N(CCOC)C(=O)c2cc3c(s2)CCC(C)C3)c(=O)[nH]c1=O (stereo unspecified),7.5,2.4
COc1cccc(NC(=O)CN(C)C(=O)CC(NC(=O)c2ccccc2Cl)c2ccccc2)c1 (stereo unspecified),-2.5,2.6
O=C(COC(=O)c1ccc(F)c(S(=O)(=O)N2CCOCC2)c1)c1ccc(Cl)cc1,7.5,-2.3

# Some of the compounds tested; rates above refer to the full screens.
